Compound activity deposited in PubChem BioAssay by Southern Research Specialized Biocontainment Screening Center.
M. tuberculosis = growth inhibition of non-replicating M. tuberculosis (AID 488890). Mycobacterium tuberculosis non-replicating, growth inhibition; higher % means a stronger effect. inhibition, % at 25 µM, or IC50 in µM where a hit was titrated. 320,000 compounds, 0.39% hits; in the data active = a potency from the dose series; inconclusive = inhibition mostly from about 82% at the one dose, without a potency; inactive = the rest, 99 in 100 with inhibition below about 76%;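 also: plate controls were DMSO cells for no effect and high antibiotic wells for full effect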
influenza NS1A = NS1A inhibition, H1N1 influenza, cell based functional assay (AID 504329) | 340,000 compounds, 0.3% hits | NS1A functional cell-based assay, percent inhibition; higher % means a stronger effect | inhibition, % at 12.5 µM, or IC50 in µM where a hit was titrated; in the data active = a potency from the dose series; inconclusive = inhibition above about 27% without an active follow-up result; also: strong numbers were not always called active
PhoP GFP inhibition = PhoP regulon inhibitors, Salmonella typhi PhoP promoter GFP reporter, confirmatory (AID 1850); one-dose inhibition, % at 50 µM; IC50 in µM for titrated hits; 310,000 compounds, 0.33% hits; Salmonella Typhi PhoP-promoter GFP reporter, fluorescence, 4 h; higher % means a stronger effect; in the data active = a potency from the dose series; inconclusive = inhibition mostly from about 25% at the one dose, without a potency; inactive = the rest, 99 in 100 with inhibition below about 19%;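 also: 0% = induced wells with vehicle and 100% = uninduced wells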
inhibitors of VEEV = inhibitors of VEEV TC-83 cytopathic effect, confirmation, Vero cells (AID 588727) | Vero cells, VEEV TC-83 cytopathic effect inhibition; higher % means a stronger effect | inhibition, % at 20 µM; hits with a dose series show IC50 in µM | 350,000 compounds, 0.13% hits; in the data active = a potency from the dose series; inconclusive = inhibition mostly from about 14% at the one dose, without a potency; inactive = the rest, 99 in 100 with inhibition below about 12%; also: strong numbers were not always called active
M. tuberculosis HTS = M. tuberculosis growth inhibition, HTS (AID 449762); M. tuberculosis H37Rv growth inhibition, 7H9 media; higher % means a stronger effect; inhibition, % at 25 µM, or IC50 in µM where a hit was titrated; 330,000 compounds, 0.59% hits; in the data active = a potency from the dose series; inconclusive = inhibition above about 70% without an active follow-up result;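 also: bacterial growth assessed after seven days of incubation; strong numbers were not always called active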
inhibitors of VEEV 10K pilot screen = second read-out of inhibitors of VEEV, no call of its own (marks repeat the call); inhibition, %; measured here: 10K pilot screen inhibition
The depositor's hits bear a star; i = inactive; ? = inconclusive; · = no result given.

Sample of the layout (5 entries):
SMILES | M. tuberculosis | influenza NS1A | PhoP GFP inhibition | inhibitors of VEEV | M. tuberculosis HTS | others
Cc1cc(-n2c(C)cc(C(=O)CSc3[nH]c(=O)cc(C(F)(F)F)c3C#N)c2C)no1 | 38% | 6% | · | 2.5% | 6%
C[C@@H]1CN([C@@H](C)CO)C(=O)c2cccc(NS(C)(=O)=O)c2O[C@H]1CN(C)CC1CCCCC1 | -3% | -1% | · | i | -3%
COc1cccc(NC(=S)N2CCN(c3ccccn3)CC2)c1 | 11% | -6% | -1% | 1.3% | 1%
O=C(NCc1ccccc1)c1ccc2nccnc2c1 | -12% | 6% | 12% | 0.8% | 1%
Cn1cccc1CC(=O)N/N=C/C(Cl)=C/c1ccccc1 | 15% | 5% | -13% | 4.1% | 4%

The whole of this part, repeating the preview:
SMILES | M. tuberculosis | influenza NS1A | PhoP GFP inhibition | inhibitors of VEEV | M. tuberculosis HTS | others
Cc1cc(-n2c(C)cc(C(=O)CSc3[nH]c(=O)cc(C(F)(F)F)c3C#N)c2C)no1 | 38% | 6% | · | 2.5% | 6%
C[C@@H]1CN([C@@H](C)CO)C(=O)c2cccc(NS(C)(=O)=O)c2O[C@H]1CN(C)CC1CCCCC1 | -3% | -1% | · | i | -3%
COc1cccc(NC(=S)N2CCN(c3ccccn3)CC2)c1 | 11% | -6% | -1% | 1.3% | 1%
O=C(NCc1ccccc1)c1ccc2nccnc2c1 | -12% | 6% | 12% | 0.8% | 1%
Cn1cccc1CC(=O)N/N=C/C(Cl)=C/c1ccccc1 | 15% | 5% | -13% | 4.1% | 4%
CN(C)CC/C=C1/c2ccccc2CS(=O)(=O)c2ccccc21 | -12% | -13% | 4% | 1.0% | 2%
CCOC(=O)N1CCN(Cc2ccc3ccccc3c2)CC1 | 35% | -4% | 4% | i | 10%
Cc1ccc(C)c(N2C(=N)S/C(=C\c3ccc(-c4ccccc4C(=O)O)o3)C2=O)c1 | 36% | -18% | 5% | 2.9% | 7%
COc1ccc(NS(=O)(=O)c2cccc(C(=O)NCC3(N4CCCCC4)CCCCC3)c2)cc1 | 2% | -5% | 4% | 1.5% | -11%
COC(=O)/C(C#N)=C/c1ccc(C)o1 | 6% | 3% | -5% | i | -1%
CCN(CC)S(=O)(=O)c1ccc(C(=O)NCc2ccc(C)cc2)cc1 | 18% | -2% | -9% | 0.7% | -14%
CC(C)(C)c1ccc(C(=O)O/N=C(\N)c2ccccn2)cc1 | 50% | 12% | 5% | 13% | 0%
O=C1CC(c2ccc(Cl)cc2)n2nc(N3C(=O)CCC3=O)nc2N1 (centres undefined) | 1% | 11% | 8% | 0.0% | -6%
O=C(NCc1ccco1)c1cc(NS(=O)(=O)c2cccc([N+](=O)[O-])c2)ccc1O | 50% | 0% | -15% | 1.9% | 5%
CSCC[C@H](NC(=O)NCc1cccs1)C(=O)O | -12% | 4% | 10% | 0.3% | 5% | inhibitors of VEEV 10K pilot screen=0.6
O=C(NC1CC1)c1ccc(NC(=O)C2CCCC2)cc1 | · | -8% | · | i | ·
Cc1ccc(CNC(=O)[C@H](Cc2ccccc2)NC(=O)C2CCNCC2)cc1 | -10% | -4% | 8% | 3.2% | 4%
COc1cc(OC)c(C(=O)OCC(=O)N2CCOCC2)cc1OC | -10% | -11% | 11% | i | -1%
O=C(OCC(=O)N1CCCC1=O)c1cc2ccccc2o1 | 34% | -5% | · | 0.1% | -2%
O=C(Nc1nc2ccc(S(=O)(=O)N3CCCC3)cc2s1)c1ccco1 | 0% | -2% | -11% | 6.7% | -3%
CC(=O)Nc1cc2c(cc1NC(=O)Cn1nc(-c3ccc(F)cc3)ccc1=O)OCCO2 | -3% | -8% | -6% | 1.3% | 8%
Cc1cccc(Nc2nc(N)c([N+](=O)[O-])c(N3CCN(C)CC3)n2)c1 | -3% | 12% | -8% | i | 6% | inhibitors of VEEV 10K pilot screen=7.9
O=C(Nc1ccc2c(c1)OCCO2)c1cc(-n2cnnc2)ccc1Cl | -9% | -13% | -4% | 1.8% | -6%
CN(C)CCCNC(=O)c1cc(Br)ccc1O | -8% | · | 8% | 0.8% | -9%
COCCCNCC(O)C(F)(F)F (centres undefined) | -3% | -15% | 1% | 0.9% | -3%
O=C(NCc1csc2ccccc12)Nc1cc(Cl)cc(Cl)c1 | -12% | 4% | 6% | 1.6% | -8%
Cc1cccc(NC(=O)c2cc([N+](=O)[O-])ccc2NCC2CCCO2)n1 (centres undefined) | -22% | 3% | -11% | 8.4% | 11%
Cc1ccc(-n2ncc3c(=O)n(CC(=O)NC4CCCCC4)cnc32)cc1 | -1% | -13% | 1% | 2.3% | -5%
CCC1CCCCN1CCNC(=O)CNS(=O)(=O)c1ccc2nc(C)sc2c1 (centres undefined) | 15% | -9% | -4% | i | 4%
COc1ccc(CNC(=O)COC(=O)c2ccc(S(=O)(=O)N3CCCCC3)cc2)cc1 | 5% | 2% | · | 0.1% | -2%
CCOC(=O)C1=C(C)N(CCCCCC(=O)O)C(=O)NC1c1ccc(Cl)cc1 (centres undefined) | -3% | 11% | -4% | i | -5%
O=C(NCc1ccccn1)/C(=N/O)c1ccccc1 | -17% | 8% | 12% | 0.7% | -7%
c1ccc(-n2nnnc2Oc2ccc(-n3ccnc3)cc2)cc1 | 17% | 3% | 14% | 2.2% | 8%
CCOC(=O)c1ccc(-c2ccc3oc(-c4ccsc4)cc(=O)c3c2)cc1F | 69% | -3% | · | 0.6% | 43%
COc1cc(/C=N/O)ccc1Oc1cnccn1 | -13% | 24% | 1% | 0.2% | -4%
COc1ccc([C@H]2CC(=O)C=C(c3ccc4ncccc4c3)C2)cc1OC | 38% | 4% | · | 1.2% | 44%
CCC(C)N(C(=O)COc1ccc(-c2nnco2)cc1)C1CCS(=O)(=O)C1 (centres undefined) | -5% | -10% | 5% | 1.1% | -6%
Cc1cc(NC(=O)c2sccc2C)n(-c2cccc(Cl)c2)n1 | -1% | 10% | 1% | i | 9%
COC(=O)c1ccc(C)c(NC(=O)CCc2ccc(OC)c(OC)c2)c1 | 5% | 5% | -6% | 1.3% | 9%
CCOC(=O)c1sc(NC(=O)CN2CCN(c3ccccc3)CC2)nc1C | 18% | -5% | -4% | 4.4% | 24%
CC1(C)CC(NS(=O)(=O)c2ccc(Cl)cc2)CC(C)(C)N1 | -1% | 1% | -4% | 0.2% | 2%
CC(=O)NC1=NN(C(C)=O)C2(CCCC2)S1 | -2% | -5% | 1% | 0.7% | -4%
CC(=O)c1cc2c(cc1NC(=O)CN1CCOCC1)OCO2 | 4% | -2% | -6% | i | -2%
O=C(NCCC1=CCCCC1)C1CC(=O)N(C2CCCCCC2)C1 (centres undefined) | 7% | 3% | -1% | i | -7%
Cc1c(CC(=O)O)c(=O)oc2cc(OCc3ccc(Br)cc3)ccc12 | 11% | -1% | 18% | 2.1% | -1%
COc1ccccc1C(=O)NCC(=O)OCC(=O)N1CC(C)OC(C)C1 (centres undefined) | · | -4% | · | 1.2% | ·
COc1ccccc1-n1cc(C(=O)c2cc(Cl)ccc2O)cc(C#N)c1=O | 17% | 5% | 2% | 9.7% | 1%
CN(C)C(=O)N=NC(=O)N(C)C | -19% | 0% | 12% | i | -5%
N#C/C(=C\c1ccc(OCc2ccc(Br)cc2)cc1)C(=O)Nc1cccc(C(=O)O)c1 | ? | 3% | 4% | 0.8% | 55%
CC(=O)c1ccccc1C(=O)NCc1cccnc1 | -15% | -4% | -2% | i | -12%
CC1CCN(CCCCOc2cccc(Br)c2)CC1 | -11% | 3% | -4% | i | 4%
CC1CCCN(c2nc3c(c(=O)[nH]c(=O)n3C)n2CCSc2nc3ccccc3o2)C1 (centres undefined) | -10% | 4% | -8% | 7.8% | -6%
CC[C@]12C(=O)N(C)C[C@H]([C@@H]3C(=O)N(C)C(=O)[C@@H]31)N2C(=O)c1ccc(C(F)(F)F)cc1 | -6% | -22% | · | 2.0% | 5%
Cc1ccc(NC(=O)CSCC(=O)OC(C)C(=O)Nc2ccc(S(N)(=O)=O)cc2)c(C)c1 (centres undefined) | -8% | 8% | -2% | 1.1% | -11%
CC(C)=CC(=O)Nc1ccc(Cl)cc1 | 30% | -2% | 1% | 0.3% | 0%
Cc1ccc2c(Cl)cc(Cl)c(OCC(=O)NC(C)(C)C)c2n1 | ? | 2% | -17% | 0.9% | ?
Cc1nnc(NC2=NCCCCC2)o1 | -3% | -2% | 4% | 2.9% | ?
Clc1ccccc1-c1ccc(CN2CCN(c3ccccc3)CC2)o1 | 39% | -13% | 3% | 0.0% | -3%
Cc1csc(SCC(=O)NC(=O)Cc2ccccc2)n1 | -17% | -7% | -11% | i | 1%
CC1CN(S(=O)(=O)c2ccccc2)C(C)CN1S(=O)(=O)c1ccccc1 (centres undefined) | · | 9% | · | 0.5% | ·

The results go on.
SMILES | M. tuberculosis | influenza NS1A | PhoP GFP inhibition | inhibitors of VEEV | M. tuberculosis HTS | others
Cc1ccc(Cl)c(NC(=O)COC(=O)c2nn(C)c(=O)c3ccccc23)c1Cl | 3% | -10% | · | 2.7% | -5%
Cc1cc(C)c(S(=O)(=O)Nc2nccs2)c(C)c1 | 21% | -7% | -3% | 0.4% | 3%
O=C(CSc1nc2ccccc2c(=O)n1Cc1ccco1)NCc1ccccc1 | -17% | 2% | -13% | 0.1% | -3%
Cc1ccc2cc(/C=N/NC(=O)[C@H]3C[C@@H]3c3ccccc3)c(Cl)nc2c1 | -21% | -11% | -6% | 1.8% | 2%
CC(=O)Oc1ccc(C(=O)[C@H]2[C@H]3C(=O)N(c4cccc5ccccc45)C(=O)[C@H]3[C@@H]3C=CC=NN32)cc1 | 14% | 2% | -7% | 0.8% | 10%
COC(=O)[C@H]1CN(C(=O)c2ccccc2)C(=O)N1 | 0% | -2% | -4% | 0.1% | 5%
O=C(N/C(=C/c1ccc(F)cc1)C(=O)N1CCCCC1)c1ccco1 | 22% | -3% | -1% | 6.0% | -1%
COc1cc(/C=N/O)cc(Cl)c1OC | 6% | -8% | -10% | 0.8% | 0%
CC(C)(/C=N/O)N(O)C=C1C=CC(=O)C=C1 | 4% | 12% | 13% | i | -5%
COc1ccc(OCc2cc(C(=O)N(C)Cc3cc(C4CC4)n[nH]3)no2)c(Cl)c1 | 27% | 8% | -33% | 4.3% | 42%
CN1CCN(S(=O)(=O)c2ccc(NS(=O)(=O)c3ccccc3)cc2)CC1 | · | -5% | -8% | 1.6% | 4%
N#C/C(=C\c1ccc(-c2ccc(F)cc2)o1)C(=O)Nc1nc(-c2cccs2)cs1 | 8% | 11% | -6% | i | 5%
CN1CCN(C(=O)Nc2ccc3c(c2)N(C)C(=O)c2ccccc2S3)CC1 | 5% | 7% | 4% | i | 0%
COc1ccc(-n2nc(C(=O)NCC(=O)NCCN(C)C)c3ccccc3c2=O)c(OC)c1 | -8% | 0% | -6% | 1.1% | 0%
CCOc1ccc(NS(=O)(=O)c2ccc(C(=O)N(C)CC(=O)Nc3cccc(OC)c3)cc2)cc1 | · | 1% | · | 3.4% | ·
CCC(C)NCCOCCOc1ccc(F)cc1 (centres undefined) | 6% | 4% | -7% | i | -6%
CCc1ccc(-c2nc(CS(=O)CC(=O)NCCc3ccccc3)c(C)o2)cc1 (centres undefined) | 17% | 3% | -5% | 1.0% | -4%
COc1ccc(C(CCN2CCOCC2)c2c(O)cc(OC)cc2OC)cc1 (centres undefined) | 4% | 9% | 13% | 0.7% | -11%
COc1ccc(NC(=O)c2nc3nc(C)cc(C(F)F)n3n2)cc1OC | -12% | 7% | -3% | 3.4% | -1%
CC(C(=O)NCCN1CCOCC1)(c1ccccc1)c1ccccc1 | -2% | 0% | 5% | 0.2% | -9%
CN1CCN(C(=S)c2ccc(Cl)cc2)CC1 | -2% | 0% | -8% | 0.5% | -3%
C/C(=N\NC(=O)c1cccc(S(=O)(=O)Nc2ccccc2Cl)c1)c1ccc(-n2ccnc2)cc1 | -12% | -1% | 1% | 7.5% | -6%
CSc1nsc(SC)c1C(=O)N1CCN(S(=O)(=O)c2ccc(C)cc2)C1C(C)C (centres undefined) | 28% | 1% | -10% | 5.1% | 2%
O=C(Nc1cccc(-c2nc3ncccc3o2)c1)c1sc2cc(Cl)ccc2c1Cl | -3% | 3% | -7% | 5.0% | -3%

This is a random part of the collection; about 1.5% have a hit in one of these screens.
